Dynein cargo inh: dynein cargo transport inhibition; 3617.4 mouse cells, GR-EGFP nuclear translocation imaging; test concentration mostly 20 µM; stimulated with dexamethasone, 1 µM; stronger effect = lower value; z-score, hits read low; actives 0.47% (n = 220,000);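 active = plate z-score of nuclear minus cytoplasmic receptor signal below a set negative limit, without overly bright fluorescence or cell loss, cut at about -3.5 in these data, passing the limit was not always enough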;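 note: z-score of nuclear minus cytoplasmic ring GR-EGFP intensity difference per well; some compounds called inactive have numbers as strong as hits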
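Buffer or medium: tet-free, stripped-serum medium; Also added: dexamethasone, 1.0 µM final; Technique: high-content fluorescence imaging after fixation; Times: 48 h induction, 1 h compound, 30 min dex at 37 °C; Read-out: per-cell GR-EGFP intensity, nucleus versus surrounding cytoplasmic ring, well-averaged.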
T cell HTS: modulates CD8 T cell binding to vesicles | 2C CD8+ T cell-vesicle binding, flow cytometry; stronger effect = lower value | calls only at 7 µM | actives 0.068% (n = 330,000) | AID 2052;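 active = response, share of CD8 T cells binding vesicles, and their 90th percentile fluorescence all below set limits, cut at about 80% in these data, passing the limit was not always enough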
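incubation = binding step 1.5 h, 37 °C, antibody labelling 20 min, ice | test system = 2C mouse CD8+ T cells | read-out basis = percent CD8+ FL2 mean versus row control | controls = Peptide-free naked vesicles (low) and QL9 vesicles with 0.7% DMSO vehicle (high) | detection = flow cytometry of vesicle-bound cells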
CSM14.1 death rescue: rescue of cells from ER stress-induced death, primary screen, 384-well, CSM14.1, thapsigargin, ATP luminescence (AID 1222) | 190,000 tested, under 10 active | cellular ATP content (survival), % at 20 µM, or EC50 in µM where a hit was titrated | CSM14.1 thapsigargin-induced death rescue, ATP luminescence; higher % means a stronger effect;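 active = EC50 below 50 µM in the dose-response confirmation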;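 note: death triggered by thapsigargin at about 15 µM added after 2 h compound pretreatment; cell ATP read after overnight thapsigargin exposure of roughly 18 to 22 hours; normalized against plate controls of thapsigargin alone and 5% DMSO vehicle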
MT stabilize HCS: stabilizes microtubules in HeLa cells | % tubulin-high responders, % at 10 µM | AID 2205 | actives 0.83% (n = 200,000) | HeLa tubulin immunostaining HCS, 24 h; share of cells brighter than vehicle mean+2SD;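 active = plate Z-score above 3 for both tubulin-high and condensed-nucleus cell shares, with cell loss under 80%, at 10 µM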;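 note: anti alpha tubulin signal scored within the nucleus-defined area of each cell; some results filed as inactive read as strong as hits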
Ins promoter up: MIN6 insulin promoter up-regulation | AID 1625 | MIN6 insulin promoter-GFP reporter, high-content imaging; stronger effect = higher value | z-score at 5 µM | actives 0.3% (n = 190,000);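 active = z-score above 3 at 5 µM with at least 500 cells counted in the well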
Autophagy mod: autophagy modulation, high-content screen | MEF GFP-LC3 puncta imaging; test concentration mostly 10 µM | calls only at 10 µM (by protocol) | actives 0.98% (n = 190,000) | AID 463193;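 active = percentage of spot-positive cells more than 3 SD above its plate mean, without a fluorescence outlier flag or 80% toxicity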;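 note: spot-positive cell cutoff set from DMSO-treated cells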
Hep lipid drop: modulators of hepatic lipid droplet formation. AML12 mouse hepatocytes, oleate lipid droplets, BODIPY imaging. inhibition, % at 6.5 µM. actives 0.4% (n = 240,000);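 active = lipid droplet intensity inhibited by at least 50%, with more than 500 cells counted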
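Assay system: AML12 mouse liver cells | Compound: 6.5 µM single-point dosing | Schedule: Overnight exposure | Technique: Fluorescence imaging, 20x objective, two fields per well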
bCat nuc transl: beta-catenin nuclear translocation modulation | HeLa beta-catenin nuclear translocation, immunofluorescence imaging | nuclear translocation activity, % at 5 µM | AID 1665 | actives 0.3% (n = 190,000);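 active = nuclear translocation activity above 50% at 5 µM, with a well cell count of 50 or more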;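 note: per-cell ratio of nuclear to cytoplasmic median beta-catenin stain intensity; plate controls were DMSO negative control for no effect and GSK-3 inhibitor IX positive control for full effect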
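Read-out: Nuclear/cytoplasmic beta-catenin signal ratio, % activation | Assay system: Human HeLa cell line | Times: 24 h compound exposure at 37°C, 5% CO2 | Signal: Fluorescence imaging of beta-catenin antibody stain plus DAPI | Dosing: 5 µM primary, 0.02–20 µM confirmation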
PhoP inhibition: PhoP-dependent GFP reporter repression – Salmonella Typhimurium, primary screen (AID 1863) | S. Typhimurium PhoP-regulated promoter GFP reporter, 4 h; higher % means a stronger effect | one-dose inhibition, % at 50 µM; IC50 in µM for titrated hits | actives 0.16% (n = 300,000);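 active = inhibition over 29.93%, a cutoff 3 SD above the screen mean, later confirmed by dose response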;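 note: 0% = low Mg2+ inducing control and 100% = high Mg2+ repressing control; strong numbers were not always called active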
Dynein cargo inh cytoplasmic EGFP: second read-out of Dynein cargo inh, no call of its own (marks repeat the call); z-score; measured here: cytoplasmic GR-EGFP intensity; stronger effect = higher value
Dynein cargo inh nuclear GR-EGFP: recorded beside Dynein cargo inh, whose call it bears; z-score; measured here: nuclear GR-EGFP intensity;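 lower value marks the stronger effect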
Dynein cargo inh cell count: further read-out of Dynein cargo inh, marked with its call; z-score; measured here: cell count per field
Ins promoter up cell count: also measured in Ins promoter up; calls as there; cell count; measured here: cytotoxicity, nuclei count;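 total cells summed across four imaged fields per well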
Hep lipid drop cells 6.5 µM: further read-out of Hep lipid drop, marked with its call; cell count; measured here: cell count, cytotoxicity flag;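 cells counted across two imaged fields per well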
bCat nuc transl cell count 5 µM: second read-out of bCat nuc transl, no call of its own (marks repeat the call); cell count; measured here: cell count, cytotoxicity flag
T cell HTS vesicle-bound %: further read-out of T cell HTS, marked with its call; double positive events, %; measured here: CD8+ vesicle-bound cell fraction;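 binding gate set so that unloaded-vesicle control wells show 10% double positive cells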
MT stabilize HCS Hoechst-high %: second read-out of MT stabilize HCS, no call of its own (marks repeat the call); % Hoechst-high responders; measured here: nuclear condensation Hoechst responders;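 share of cells brighter than vehicle mean plus two SD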
MT stabilize HCS cytotoxicity %: recorded beside MT stabilize HCS, whose call it bears; toxicity, %; measured here: cytotoxicity by cell density;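 0% = mean cell density of plate MIN control wells and 100% = no cells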
Autophagy mod cell loss 18 h: recorded beside Autophagy mod, whose call it bears; toxicity, %; measured here: cell loss, nuclei count;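 cell loss after 18 h compound exposure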
An asterisk follows results filed as active; i = inactive; . = no result given; + = active, no number.

SMILES	Dynein cargo inh	Dynein cargo inh cytoplasmic EGFP	Dynein cargo inh nuclear GR-EGFP	Dynein cargo inh cell count	T cell HTS	T cell HTS vesicle-bound %	CSM14.1 death rescue	MT stabilize HCS	MT stabilize HCS Hoechst-high %	MT stabilize HCS cytotoxicity %	Ins promoter up	Ins promoter up cell count	Autophagy mod	Autophagy mod cell loss 18 h	Hep lipid drop	Hep lipid drop cells 6.5 µM	bCat nuc transl	bCat nuc transl cell count 5 µM	PhoP inhibition
CCOCc1cnc(C)nc1NCC(=O)c1c(C)n(C)c2ccc(OC)cc12	2.2	0.063	1.8	-0.95	.	.	-3.7%	5.3	3.8	4.5	0.58	1390	i	5	.	.	-6.4	1023	20%
Cc1nn(C)cc1CN(C)C(=O)c1cc(COc2ccc(F)cc2F)on1	0.82	-0.087	0.68	-1.3	i	47	1.8%	1.9	2.4	2.7	.	.	i	-13	18	741	-1.5	981	0%
N/C(Cc1ccc(Cl)cc1)=N\OC(=O)Cc1ccc([N+](=O)[O-])cc1	-0.3	-0.26	-0.29	0.71	i	37	0.0%	3.6	2.4	7.5	0.68	1327	i	31	-20	607	.	.	16%
C/C=C/CSc1nc2c(c(=O)[nH]c(=O)n2C)n1Cc1ccc(C)cc1	-0.99	-0.3	-0.39	0.67	i	27	-1.6%	3.8	1.7	6.2	-0.81	1872	.	.	24	670	-2.8	1139	-5%
COc1ccc(C(=O)Nn2c(SCC(=O)NC3CCCCC3)nc3ccccc3c2=O)cc1	-0.1	-0.14	0.078	0.75	i	4	-3.6%	1.6	1.0	5.4	1.3	956	i	12	-24	754	.	.	6%
COc1cc(C)cc(C(=O)O)c1C1=C(O)c2cccc(O)c2C(=O)C1=O	-0.53	-0.72	0.067	0.084	i	23	.	.	.	.	-0.13	1057	.	.	13	728	3.2	1078	3%
CCOc1ccc(NC(=O)CSc2nc(C3CC3)nc3ccccc23)cc1	-0.56	-0.32	-0.78	0.94	i	60	3.5%	1.8	1.8	7.3	0.24	1408	i	-4	17	712	-0.3	1520	5%
CCSc1nnc(N(CCC(=O)O)CCC(=O)O)s1	0.94	-0.093	0.91	-0.56	i	11	-1.1%	4.3	0.4	0.9	0.34	1116	i	1	.	.	1.1	707	-16%
CCOC(=O)c1ccc(Oc2c(C)oc3c(CN4CCN(C)CC4)c(O)ccc3c2=O)cc1	-0.84	-0.47	-0.79	1.3	i	16	-0.6%	3.1	2.0	8.1	-0.5	1042	i	9	.	.	0.5	780	-3%
Cn1nnnc1NCc1ccc(Cl)c(Cl)c1	0.26	-0.33	-0.05	-0.81	i	44	0.3%	2.1	2.5	3.9	0.01	1384	i	-5	-12	720	1.8	1094	-6%
CCCCc1ccc(NC(=S)N2CCN(c3ncccn3)CC2)cc1	-0.93	-0.12	-0.094	0.49	i	53	0.2%	1.4	1.6	6.7	0.99	1518	i	13	-43	689	-2.1	1075	-5%
CCCCC(c1nnnn1Cc1ccco1)N1CCN(C(=O)c2ccco2)CC1 (stereo unspecified)	0.81	-0.31	0.51	-0.16	i	4	-1.6%	5.6	1.5	14	0.91	853	i	1	3	726	-5.6	1067	-6%
Cc1cc(C(=O)NCc2cccs2)no1	-0.25	-0.31	-0.17	0.25	i	47	-1.0%	1.1	1.4	15	-0.2	952	i	-1	-1	752	.	.	0%
Clc1ccc(OCc2nc(-c3ccncc3)no2)cc1	-1	-0.044	-0.24	0.39	i	61	-0.5%	2.9	2.0	7.6	.	.	i	-1	-8	793	.	.	1%
CCCc1nc2oc3c(=O)[nH]cnc3c2c2c1CCCC2	-0.65	-0.21	0.24	0.84	i	40	-2.9%	2.4	2.0	3.0	-0.43	1214	i	19	-1	715	-3.2	555	2%
O=C(OCn1nnc2ccccc2c1=O)c1ccco1	-1.5	-0.075	-0.65	0.34	i	36	-2.1%	1.1	3.8	11	-0.45	1960	i	-5	2	696	-1.1	1095	1%
O=S(=O)(c1ccc(OCC(O)CN2CCN(c3ccccc3Cl)CC2)cc1)N1CCOCC1 (stereo unspecified)	-0.36	-0.24	0.095	-0.19	i	9	2.3%	6.2	3.2	8.3	0.81	824	i	0	.	.	-1.3	1085	1%
O=C(C[n+]1cccc(CNC(=O)c2ccc(OC(F)F)cc2)c1)Nc1cc(C(F)(F)F)ccc1Cl	-0.99	-0.18	-0.19	0.15	i	33	-1.5%	7.5	1.6	13	-0.95	1393	i	28	4	737	1.8	907	19%
O=C1C2C(c3cccc(/C=C/c4ccccc4)c3)CC=CC2C(c2ccc3ccccc3c2)N1Cc1ccccc1 (stereo unspecified)	0.063	-0.79	0.18	0.00066	i	26	.	.	.	.	.	.	.	.	-8	703	-1.2	1222	-3%
COc1c(C)cc(C(=O)C2CCCN(C(=O)c3ccc4cc[nH]c4c3)C2)cc1C (stereo unspecified)	0.017	-0.3	-0.2	0.32	i	30	1.4%	3.8	2.9	10	0.21	1489	i	15	6	738	-1.8	1041	3%

Taken from above:
CSM14.1 death rescue result of CCSc1nnc(N(CCC(=O)O)CCC(=O)O)s1 reads -1.1%
Dynein cargo inh result of N/C(Cc1ccc(Cl)cc1)=N\OC(=O)Cc1ccc([N+](=O)[O-])cc1 reads -0.3

(listing goes on)
SMILES	Dynein cargo inh	Dynein cargo inh cytoplasmic EGFP	Dynein cargo inh nuclear GR-EGFP	Dynein cargo inh cell count	T cell HTS	T cell HTS vesicle-bound %	CSM14.1 death rescue	MT stabilize HCS	MT stabilize HCS Hoechst-high %	MT stabilize HCS cytotoxicity %	Ins promoter up	Ins promoter up cell count	Autophagy mod	Autophagy mod cell loss 18 h	Hep lipid drop	Hep lipid drop cells 6.5 µM	bCat nuc transl	bCat nuc transl cell count 5 µM	PhoP inhibition
CCN(CC)C(=O)CSc1nnc(-c2cccs2)n1Cc1ccco1	2.4	-0.13	1.3	-1.8	i	51	-1.0%	2.7	1.4	5.4	1.3	1062	i	2	.	.	-2.4	1111	11%
Cc1cc(C)c2cc(CN(CCO)Cc3nnnn3Cc3ccc(F)cc3)c(=O)[nH]c2c1	-0.21	-0.31	-0.084	0.8	.	.	-1.0%	4.6	3.5	6.2	-0.24	1228	i	1	-25	713	0.6	1218	8%
CN(C(=O)COc1cc(=O)n(C)c2ccccc12)c1ccc(Cl)cc1	-0.42	-0.21	-0.04	0.5	.	.	-0.6%	1.6	3.3	6.1	1.1	849	i	-4	.	.	.	.	16%
O=C1c2ccccc2C(Nc2ccc(-c3nc4ccccc4[nH]3)cc2)N1Cc1ccco1 (stereo unspecified)	-1.5	-0.2	-0.72	0.39	i	31	.	5.0	2.3	1.6	0.67	1933	.	.	-4	713	-0.7	1089	5%
c1cncc(-c2nc(NCc3ccc4c(c3)OCO4)c3ccccc3n2)c1	-0.38	-0.27	-0.28	0.91	i	50	.	.	.	.	-1.4	1296	.	.	-13	721	-0.5	1244	-9%
O=S(=O)(Nc1cc2nc3ccccc3nc2n1Cc1ccccc1)c1ccc(Cl)cc1	-0.88	1.8	-0.39	0.42	i	55	-1.5%	5.9	1.7	3.2	.	.	+	-8.1*	4	702	-0.8	927	-7%
Nc1nc(-c2ccc(C(=O)O)cc2)cs1	0.9	-0.33	0.56	-0.25	i	49	0.1%	3.5	2.2	12	0.77	1305	i	-4	9	683	-3.7	1104	3%
CCCCn1c(N(CCOC(C)=O)C(C)=O)nc2ccccc21	1.6	-0.25	1.3	-0.57	i	35	.	4.1	2.0	7.6	.	.	i	4	.	.	.	.	1%
COc1ccc(/C=N/Nc2nc(Nc3ccccc3)nc(N3CCCC3)n2)cc1[N+](=O)[O-]	-0.095	-0.039	0.055	0.41	i	60	-0.6%	7.3	4.5	18	-1	1156	+	-1.6*	-4	681	1.0	1035	1%
COC(=O)c1cccc(COC(=O)c2ccc(CS(=O)(=O)c3ccc(C)cc3)cc2)c1	-0.31	-0.24	-0.3	1.4	i	30	-1.1%	4.7	2.2	7.9	-0.13	1501	i	4	.	.	1.1	713	-8%
COc1ccc(N2C(=O)C3CCCN3C2c2ccc(C)o2)cc1 (stereo unspecified)	-0.37	-0.37	0.058	-0.079	i	66	0.6%	6.9	2.2	7.8	0.65	1117	i	0	-7	701	-1.1	1091	2%
O=c1cc(COc2ncnc3ccccc23)nc2sccn12	-0.26	-0.27	-0.1	0.057	i	10	.	.	.	.	-0.27	1082	.	.	9	712	1.3	1297	-5%
COc1ccccc1/C=C/C1NC(=O)NC(C)=C1C(=O)OC(C)C (stereo unspecified)	0.05	0.0063	0.18	0.55	i	26	0.1%	1.5	1.2	2.1	0.13	1448	i	-4	1	607	-0.2	1583	0%
Cn1ccnc1C(O)c1ccccc1 (stereo unspecified)	0.53	0.01	0.45	-0.53	i	53	-2.1%	4.0	0.7	4.9	0.55	1241	i	2	2	773	-1.9	1127	-2%
O=C(N1CCCCC1)N1CCCN(C(=O)N2CCCCC2)CC1	-0.75	-0.26	-0.075	0.0063	i	22	-2.6%	3.8	1.9	3.0	1.4	1173	i	9	6	805	-1.3	966	0%

Screens (PubChem BioAssay)
